AddAB inh: less growth of phage-infected E. coli with AddAB; E. coli expressing H. pylori AddAB, absorbance growth; inhibition, % at 11.9 µM; 330,000 compounds, 0.29% hits; in the data active = inhibition above about 12%;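 note: 0% = vehicle wells of infected cells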
phage Ecoli inh: E. coli growth loss with phage present; growth absorbance; inhibition, % at 11.9 µM; 360,000 compounds, 0.26% hits; AID 651602; in the data active = inhibition above about 11%
PKA-R2B activ: PKA-R2B complex activation. 340,000 compounds, 0.079% hits. PKA-R2B holoenzyme dissociation, Cy5-IP20 fluorescence polarization; R2B truncated from residue 108, S112A mutant; 0% DMSO only, 100% 113 µM cGMP. AID 504700. activation, % at 11.4 µM;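 active = activation above a cutoff set at the mean over all compounds plus 3 SD, cut at about 18% in these data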;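 note: higher means more holoenzyme dissociation and a rise in polarization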
Target sequence (P31323 whole entry, looked up, other chains not shown, the tested form may be a part): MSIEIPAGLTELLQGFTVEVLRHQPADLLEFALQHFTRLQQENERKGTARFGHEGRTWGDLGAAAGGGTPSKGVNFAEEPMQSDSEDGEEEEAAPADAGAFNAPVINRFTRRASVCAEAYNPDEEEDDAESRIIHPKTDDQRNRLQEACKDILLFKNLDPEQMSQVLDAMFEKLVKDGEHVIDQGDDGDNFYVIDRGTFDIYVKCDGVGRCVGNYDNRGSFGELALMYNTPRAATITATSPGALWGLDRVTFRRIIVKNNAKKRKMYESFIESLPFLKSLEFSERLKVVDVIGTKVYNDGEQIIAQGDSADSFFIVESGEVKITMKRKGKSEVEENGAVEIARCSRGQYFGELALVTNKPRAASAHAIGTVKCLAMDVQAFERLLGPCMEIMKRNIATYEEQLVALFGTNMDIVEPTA
Tat transport: inhibitors of E. coli Tat protein transport. E. coli MC4100 TorA-mCherry Tat export, fluorescence. inhibition, % at 10 µM. 340,000 compounds, 0.036% hits. AID 488895;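 active = mean replicate inhibition at least 50% and at least half of replicates individually reaching 50%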;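 note: exported cargo escapes ClpAP degradation while cytoplasmic cargo is degraded and loses fluorescence; 0% = median of neutral control wells and 100% = median of NaSCN control wells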
CDK5 p35 inh: CDK5/p35 (human) kinase inhibition; Recombinant CDK5/p35, ADP-Glo luminescence, 60 min; inhibition, % at 10 µM; 330,000 compounds, 0.01% hits; AID 488839;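 active = highest replicate inhibition of at least 50% and at least 75% of replicates reaching 50%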;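 note: plate controls were DMSO neutral control for no effect and GW8510 at 10 µM for full effect; many of its hits are not listed in these tables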
PKA-R1A activ: activators of PKA-R1A complex; 340,000 compounds, 0.083% hits; P00514+P68181; PKA-R1A dissociation, Cy5-IP20 fluorescence polarization; scaled: DMSO 0%, 113 µM cGMP 100%; activation, % at 11.4 µM;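 active = percent activation above the mean of all tested compounds plus 3 SD, cut at about 19% in these data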;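 note: higher means more PKAc released from R1A so a rise in polarization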
DAGLB inhibitor: diacylglycerol lipase beta (human) inhibition; Q8NCG7; HEK293T DAGLB membrane lysate, EnzChek fluorogenic substrate; inhibition, % at 5.17 µM; 340,000 compounds, 0.059% hits; AID 504411; in the data active = inhibition above about 34%;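 note: 0% = enzyme with vehicle and 100% = wells lacking enzyme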
HTR5A inv ag: inverse agonist of human HTR5A in OPRM1-OPRD1 counter-screen | P47898 | HTR5A cell line, luminescence, inverse agonism | inhibition, % at 9.3 µM | 340,000 compounds, 0.083% hits; in the data active = inhibition mostly above about 23%, no sharp cut-off; inactive = mostly below about 18%;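 note: 0% = cells with DMSO and 100% = no-cell wells with DMSO; some compounds called inactive have numbers as strong as hits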
Target sequence (P47898 whole entry, looked up): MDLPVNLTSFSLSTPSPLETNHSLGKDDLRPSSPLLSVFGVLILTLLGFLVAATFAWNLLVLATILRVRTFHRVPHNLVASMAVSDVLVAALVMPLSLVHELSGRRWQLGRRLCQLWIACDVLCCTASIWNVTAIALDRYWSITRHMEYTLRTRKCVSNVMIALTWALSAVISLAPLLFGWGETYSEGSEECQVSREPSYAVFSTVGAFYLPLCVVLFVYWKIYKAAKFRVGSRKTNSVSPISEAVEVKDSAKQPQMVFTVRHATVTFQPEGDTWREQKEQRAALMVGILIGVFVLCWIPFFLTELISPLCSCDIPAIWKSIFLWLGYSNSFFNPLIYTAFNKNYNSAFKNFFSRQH
SUMO Mot1 rescue: blocks SUMOylation pathway, rescuing yeast Mot1-301 growth; S. cerevisiae Mot1-301 growth rescue, ATP luminescence, 38.5C; percent above DMSO median, 100 means doubled; growth rescue, % at 18.8 µM; 320,000 compounds, 1% hits;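 active = every valid replicate shows activation above 250% relative to neutral control wells; inactive = the rest, any valid replicate at or below 250%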;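 note: OY570 slx delta 5 strain wells were the positive control but not used for scaling; some compounds called inactive have numbers as strong as hits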
HTR5A ag ctr: HTR5A agonism, opioid heterodimer counter-screen. HTR5A agonist assay, luminescence, cell-based. activation, % at 9.3 µM. P47898. 340,000 compounds, 0.61% hits. AID 504692; in the data active = activation mostly above about 9.5%, no sharp cut-off; inactive = mostly below about 7.6%;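 note: 0% = cells with vehicle only and 100% = reference agonist; strong numbers were not always called active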
E coli growth: bacterial growth inhibition, counter-screen for AddAB inhibitors; inhibition, % at 11.9 µM; E. coli V3065 growth, OD600 absorbance, 18 h; 330,000 compounds, 0.27% hits;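 active = inhibition above the campaign's mean inhibition across all tested compounds plus 3 SD, cut at about 9.9% in these data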;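 note: uninfected addAB+ strain grown without phage in ampicillin broth; 0% = DMSO wells and 100% = ciprofloxacin 0.95 µg/ml wells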
* = called active by the depositor.

For Cc1ccc(NC(=O)N2CCN(S(=O)(=O)c3ccccc3)CC2)cc1 the results were AddAB inh -1.4, phage Ecoli inh 5.4, PKA-R2B activ -9, Tat transport -3, CDK5 p35 inh 2.2, PKA-R1A activ 0, DAGLB inhibitor -1, HTR5A inv ag 8, SUMO Mot1 rescue -13, HTR5A ag ctr -1 and E coli growth -0.6.
O=C1COc2ccc(S(=O)(=O)N3CCC(C(=O)NCc4ccc(F)cc4)CC3)cc2N1 was read as AddAB inh 3.4, phage Ecoli inh -3.2, PKA-R2B activ 4, Tat transport -1, CDK5 p35 inh 0.2, PKA-R1A activ 6, DAGLB inhibitor -1, HTR5A inv ag 14, HTR5A ag ctr -2 and E coli growth 0.2.
O=C(c1ccccc1)C1CCN(C(=O)C2CCC(=O)N(Cc3cccc(F)c3)C2)CC1 (stereo unspecified) was read as phage Ecoli inh 3.0, PKA-R2B activ -11, Tat transport 1, CDK5 p35 inh -3.5, PKA-R1A activ 2, DAGLB inhibitor 1, HTR5A inv ag -11 and HTR5A ag ctr 6.
`CC(C)OC(=O)c1sc2nc3c(cc2c1N)C(=O)CCC3` gave AddAB inh -0.7, phage Ecoli inh 2.7, PKA-R2B activ -10, Tat transport -6, CDK5 p35 inh -0.6, PKA-R1A activ -5, DAGLB inhibitor 0, HTR5A inv ag -7, SUMO Mot1 rescue 76, HTR5A ag ctr 6 and E coli growth -1.6.
`C=CCn1c(SCC(=O)Nc2ccc(C(=O)OC(C)C)cc2)nnc1-c1cccs1` gave AddAB inh 0.8, phage Ecoli inh 1.4, PKA-R2B activ -6, Tat transport -1, CDK5 p35 inh -2.9, PKA-R1A activ -15, DAGLB inhibitor -4, HTR5A inv ag -18, SUMO Mot1 rescue 181, HTR5A ag ctr 9.0* and E coli growth -1.1.
For CCCCCCOc1ccc(N2C(=O)CC(N3CCN(CCN=CC4=C(O)CC(C)(C)CC4=O)CC3)C2=O)cc1 (stereo unspecified) the results were AddAB inh -1.8, phage Ecoli inh 3.2, PKA-R2B activ -3, Tat transport -5, CDK5 p35 inh -2.9, PKA-R1A activ 5, DAGLB inhibitor 0, HTR5A inv ag -13, SUMO Mot1 rescue -7, HTR5A ag ctr 2 and E coli growth -2.0.
COc1ccc(O)c(/C=N/N=C2/C(=O)Nc3ccccc32)c1 was read as AddAB inh -1.4, phage Ecoli inh 1.4, PKA-R2B activ -5, Tat transport 6, CDK5 p35 inh 0.2, PKA-R1A activ 4, DAGLB inhibitor 7, HTR5A inv ag -11, SUMO Mot1 rescue -18, HTR5A ag ctr 4 and E coli growth 1.9.
Screening Cc1cccc(-n2c(C)c(C)c3c(N)ncnc32)c1 returned AddAB inh 1.2, phage Ecoli inh -0.8, PKA-R2B activ 0, Tat transport 1, CDK5 p35 inh 1.5, PKA-R1A activ 11, DAGLB inhibitor -1, HTR5A inv ag -13, SUMO Mot1 rescue 15, HTR5A ag ctr 3 and E coli growth 0.1.
For COc1cc2c(C)nc3c(cnn3-c3ccccc3)c2cc1OC the results were AddAB inh 0.6, phage Ecoli inh 3.6, PKA-R2B activ -14, Tat transport -1, CDK5 p35 inh -0.2, PKA-R1A activ -7, DAGLB inhibitor -3, HTR5A inv ag 10, SUMO Mot1 rescue 1, HTR5A ag ctr 1 and E coli growth 0.4.
`Cc1cc(NC(=O)c2ccc(N3C(=O)CCC3=O)cc2)no1` gave AddAB inh 1.9, phage Ecoli inh 2.8, PKA-R2B activ 2, Tat transport 3, CDK5 p35 inh -1.6, PKA-R1A activ -3, DAGLB inhibitor 2, HTR5A inv ag -26, SUMO Mot1 rescue 701*, HTR5A ag ctr -1 and E coli growth -2.4.
`OC(COc1ccc(CNCc2cccnc2)cc1)CN1CCc2ccccc2C1` (stereo unspecified) gave AddAB inh 1.1, phage Ecoli inh 1.9, PKA-R2B activ 1, Tat transport -5, CDK5 p35 inh -2.5, PKA-R1A activ 5, DAGLB inhibitor 1, HTR5A inv ag -6, SUMO Mot1 rescue 4, HTR5A ag ctr 2 and E coli growth -0.3.
COc1ccc(CCNC(=S)Nc2ccccc2C)cc1 was read as AddAB inh 5.1, phage Ecoli inh 0.3, PKA-R2B activ -12, Tat transport -5, CDK5 p35 inh 0.4, PKA-R1A activ -1, DAGLB inhibitor 0, HTR5A inv ag 5, SUMO Mot1 rescue -3, HTR5A ag ctr 2 and E coli growth 2.8.
OCCN1CCN(CCSc2ccccc2)CC1 was read as AddAB inh 5.1, phage Ecoli inh 1.1, PKA-R2B activ 7, Tat transport -2, CDK5 p35 inh -0.4, PKA-R1A activ -1, DAGLB inhibitor 0, HTR5A inv ag -36, SUMO Mot1 rescue 7, HTR5A ag ctr -1 and E coli growth 2.0.
Cc1ccc(S(=O)(=O)NCCSc2nnnn2-c2ccc(C(N)=O)cc2)cc1 was read as AddAB inh 3.8, phage Ecoli inh 1.3, PKA-R2B activ -11, Tat transport -9, CDK5 p35 inh 1.6, PKA-R1A activ -4, DAGLB inhibitor -2, HTR5A inv ag -16, SUMO Mot1 rescue -17, HTR5A ag ctr 6 and E coli growth 2.1.
`CCOC(=O)c1[nH]c2ccccc2c1NC(=O)c1nonc1C` gave AddAB inh 0.5, phage Ecoli inh 3.0, PKA-R2B activ -13, Tat transport 2, CDK5 p35 inh -17, PKA-R1A activ 15, DAGLB inhibitor -2, HTR5A inv ag 13, SUMO Mot1 rescue -15, HTR5A ag ctr -5 and E coli growth 0.5.
Screening CN(C)NC(=O)C12CCC(C)(C(=O)O1)C2(C)C (stereo unspecified) returned AddAB inh 3.8, phage Ecoli inh 2.9, PKA-R2B activ 1, Tat transport -18, CDK5 p35 inh 1.1, PKA-R1A activ 5, DAGLB inhibitor 0, HTR5A inv ag -6, SUMO Mot1 rescue -4, HTR5A ag ctr -1 and E coli growth 0.8.
Screening CC(C)CN1CCN(Cc2cccn2-c2ccc(Cl)cn2)CC1CCO (stereo unspecified) returned AddAB inh 0.6, phage Ecoli inh 1.7, PKA-R2B activ -4, Tat transport 4, CDK5 p35 inh -5.7, PKA-R1A activ -8, DAGLB inhibitor -3, HTR5A inv ag -2, SUMO Mot1 rescue 0, HTR5A ag ctr 1 and E coli growth 0.7.
O=C(Nc1c2c(nn1-c1ccc(F)cc1)CS(=O)C2)c1ccc(Br)o1 (stereo unspecified) was read as AddAB inh -0.6, phage Ecoli inh -0.4, PKA-R2B activ 3, Tat transport -5, CDK5 p35 inh 0.4, PKA-R1A activ -8, DAGLB inhibitor 2, HTR5A inv ag 10, SUMO Mot1 rescue 270, HTR5A ag ctr -1 and E coli growth 2.3.
For CN(C)C(=O)c1cc([N+](=O)[O-])ccc1O the results were AddAB inh 1.6, phage Ecoli inh 3.0, PKA-R2B activ 1, Tat transport -8, CDK5 p35 inh -1.0, PKA-R1A activ 0, DAGLB inhibitor 0, HTR5A inv ag -7, SUMO Mot1 rescue -24, HTR5A ag ctr 8 and E coli growth 2.2.
Screening O=C(COc1ccc(Br)cc1CNC1CCCC1)Nc1ccccc1 returned AddAB inh 3.7, phage Ecoli inh 8.2, PKA-R2B activ -2, Tat transport -6, CDK5 p35 inh -2.4, PKA-R1A activ -4, DAGLB inhibitor 0, HTR5A inv ag -5, SUMO Mot1 rescue -17, HTR5A ag ctr -1 and E coli growth 3.3.
For CS(=O)(=O)Nc1ccccc1C(=O)NCCSCc1ccccc1 the results were AddAB inh 2.4, phage Ecoli inh 4.9, PKA-R2B activ 2, Tat transport -2, CDK5 p35 inh -2.3, PKA-R1A activ 9, DAGLB inhibitor -2, HTR5A inv ag 2, SUMO Mot1 rescue 523*, HTR5A ag ctr -1 and E coli growth -0.9.
Screening Cc1ccc(Oc2ncccc2NC(=O)CC(CC(=O)O)c2ccccc2)c2c1CCC2 (stereo unspecified) returned AddAB inh -0.6, phage Ecoli inh 2.5, PKA-R2B activ 0, Tat transport -2, CDK5 p35 inh -1.2, PKA-R1A activ -4, DAGLB inhibitor -1, HTR5A inv ag -6, SUMO Mot1 rescue -4, HTR5A ag ctr 2 and E coli growth 3.2.
For Nc1ccc2c(c1)C(=O)N(CCCCCC(=O)O)C2 the results were AddAB inh -0.8, phage Ecoli inh 2.3, PKA-R2B activ -5, Tat transport -10, CDK5 p35 inh 0.0, PKA-R1A activ -4, DAGLB inhibitor -2, HTR5A inv ag 24, SUMO Mot1 rescue 712, HTR5A ag ctr 3 and E coli growth -2.1.
Screening C/C(Cl)=C/Cn1c(SCc2ccc(Cl)cc2)nc2c1c(=O)[nH]c(=O)n2C returned phage Ecoli inh 1.8, PKA-R2B activ -2, Tat transport -3, CDK5 p35 inh 1.7, PKA-R1A activ 5, DAGLB inhibitor -2, HTR5A inv ag -7 and HTR5A ag ctr 1.
Cc1cc(=O)oc2cc(NC(=O)CCCC(=O)O)ccc12 was read as AddAB inh 2.4, phage Ecoli inh 3.2, PKA-R2B activ 9, Tat transport 3, CDK5 p35 inh 2.0, PKA-R1A activ 10, DAGLB inhibitor 1, HTR5A inv ag -19, SUMO Mot1 rescue -2, HTR5A ag ctr -3 and E coli growth 1.2.
CS(=O)(=O)N1CCN(c2ccccc2NC(=S)NC(=O)c2cccs2)CC1 was read as AddAB inh 4.9, phage Ecoli inh 3.9, PKA-R2B activ -1, Tat transport -8, CDK5 p35 inh -0.1, PKA-R1A activ -5, DAGLB inhibitor -2, HTR5A inv ag 10, SUMO Mot1 rescue 5, HTR5A ag ctr -2 and E coli growth -0.1.
`COc1cccc(CCNC(=O)C2CCC(=O)N(Cc3cccc(OC)c3)C2)c1` (stereo unspecified) gave AddAB inh 1.4, phage Ecoli inh 2.2, PKA-R2B activ -10, Tat transport -4, CDK5 p35 inh 2.5, PKA-R1A activ -15, DAGLB inhibitor -1, HTR5A inv ag -3, SUMO Mot1 rescue -5, HTR5A ag ctr 0 and E coli growth 0.5.
`Cc1cc2oc(=O)cc(CN3CCN(S(=O)(=O)c4ccc5c(c4)OCCO5)CC3)c2cc1C` gave AddAB inh 1.7, phage Ecoli inh 2.2, PKA-R2B activ 6, Tat transport 0, CDK5 p35 inh 2.2, PKA-R1A activ 8, DAGLB inhibitor -1, HTR5A inv ag -7, SUMO Mot1 rescue 205, HTR5A ag ctr 1 and E coli growth 0.4.

Molecules listed so far containing an NH in an aromatic ring:
`CCOC(=O)c1[nH]c2ccccc2c1NC(=O)c1nonc1C` gave AddAB inh 0.5, phage Ecoli inh 3.0, PKA-R2B activ -13, Tat transport 2, CDK5 p35 inh -17, PKA-R1A activ 15, DAGLB inhibitor -2, HTR5A inv ag 13, SUMO Mot1 rescue -15, HTR5A ag ctr -5 and E coli growth 0.5.
Screening C/C(Cl)=C/Cn1c(SCc2ccc(Cl)cc2)nc2c1c(=O)[nH]c(=O)n2C returned phage Ecoli inh 1.8, PKA-R2B activ -2, Tat transport -3, CDK5 p35 inh 1.7, PKA-R1A activ 5, DAGLB inhibitor -2, HTR5A inv ag -7 and HTR5A ag ctr 1.
